# GPT2 inhibitor: Primary qHTS assay for inhibitors of Glutamate pyruvate transaminase 2 (GPT2); actives 0.25% (n = 100,000); Recombinant GPT2, coupled pyruvate oxidase/HRP Amplex Red fluorescence; Potency, µM (series often up to 57.7 µM), inactives show at the top dose activity change, negative = inhibition, usual class: inhibitors; Alanine aminotransferase 2 (Homo sapiens), Q8TD30; note: potency is the fitted concentration of half-maximal effect; nearly all actives have a fitted effect of over 60% in size; many of its hits are not listed in these tables
# Target sequence (Q8TD30 whole entry, looked up): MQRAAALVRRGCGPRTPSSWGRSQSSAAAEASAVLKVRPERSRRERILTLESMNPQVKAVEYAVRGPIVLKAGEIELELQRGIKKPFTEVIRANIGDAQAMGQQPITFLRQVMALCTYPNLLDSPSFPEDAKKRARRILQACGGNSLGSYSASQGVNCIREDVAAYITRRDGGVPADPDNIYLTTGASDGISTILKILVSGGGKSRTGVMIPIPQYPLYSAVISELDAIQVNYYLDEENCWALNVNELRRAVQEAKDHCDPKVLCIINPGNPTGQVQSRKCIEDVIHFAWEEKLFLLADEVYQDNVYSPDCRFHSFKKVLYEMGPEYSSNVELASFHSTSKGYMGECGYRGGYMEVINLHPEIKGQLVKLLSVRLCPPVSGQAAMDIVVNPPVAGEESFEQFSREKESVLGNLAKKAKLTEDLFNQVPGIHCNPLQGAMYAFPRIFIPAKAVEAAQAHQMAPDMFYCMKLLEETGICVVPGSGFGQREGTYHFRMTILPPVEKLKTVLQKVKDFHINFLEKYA
#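 Inhibition is scored from Amplex Red fluorescence generated when pyruvate oxidase and HRP act on pyruvate released by GPT2. Reactions contain 10ng/uL enzyme, 250uM a-KG and 2mM L-alanine and run 30 min at room temperature.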
# IP6K1 inh: Primary qHTS assay for small molecule inhibitors of Inositol hexaphosphate kinase 1 (IP6K1); Inositol hexakisphosphate kinase 1 (Homo sapiens), Q92551; IP6K1 kinase, ADP-Glo luminescence, 2 h; stronger effect = lower value; activity change, % (series mostly up to about 58 µM); actives 0.81% (n = 140,000); in the data active = activity change below about -25%
# Target sequence (Q92551 whole entry, looked up): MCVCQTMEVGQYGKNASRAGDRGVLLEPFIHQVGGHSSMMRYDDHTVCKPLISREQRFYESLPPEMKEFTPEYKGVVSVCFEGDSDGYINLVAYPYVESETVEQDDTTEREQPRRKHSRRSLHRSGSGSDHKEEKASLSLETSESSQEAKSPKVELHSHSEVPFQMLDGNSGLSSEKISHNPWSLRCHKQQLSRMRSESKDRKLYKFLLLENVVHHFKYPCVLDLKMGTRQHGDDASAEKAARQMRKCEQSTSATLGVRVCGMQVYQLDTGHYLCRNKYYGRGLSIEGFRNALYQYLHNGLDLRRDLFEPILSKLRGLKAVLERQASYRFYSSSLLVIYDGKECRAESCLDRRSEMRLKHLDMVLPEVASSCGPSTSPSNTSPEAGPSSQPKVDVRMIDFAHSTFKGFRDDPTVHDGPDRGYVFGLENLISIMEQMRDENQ
#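 ADP-Glo luminescence measures ADP made by human IP6K1 during a 2 h RT reaction with ATP/IP6 (mix at 1.3 mM/130 uM); top library doses 57.5 and 19.1 uM final.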
# 3T3 cytotox: Cytotoxic Profiling in NIH 3T3 Cell Line of Diverse Libraries Using Quantitative High-Throughput Screening. NIH 3T3 viability, CellTiter-Glo ATP luminescence, 48-72 h. actives 4.3% (n = 94,000). Potency, µM (titrated, usually from 96.7 µM), inactives show at the top dose activity change, negative = cytotoxicity, hits mostly inhibitors; note: potency is the fitted concentration of half-maximal effect; nearly all actives have a fitted effect of over 55% in size
#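 First NIH 3T3 cells are plated at 400 cells/well; next compound is pinned in; then plates incubate 48 or 72 hr at 37 °C; finally CellTiter-Glo is added and luminescence read after 10 min.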
# SNCA expr inhib: Primary qHTS assay for inhibitors of alpha-synuclein gene (SNCA) expression; Potency, µM (series often up to 57.2 µM), for inactives: top-dose activity change, negative = inhibition, most hits filed as inhibitors; actives 0.17% (n = 140,000); HEK-293 SNCA-luciferase knock-in, luminescence, 24 h;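 note: potency is the fitted concentration of half-maximal effect; plate controls were DMSO cells for no effect and cell-free wells for full effect; nearly all actives have a fitted effect of over 45% in size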
# Luciferase inh: Firefly luciferase inhibition profiling of diverse chemical library using quantitative high-throughput screening. actives 2.5% (n = 76,000). Potency, µM (titrated, usually from 115 µM), for inactives: at the top dose activity change, negative = inhibition, hits mostly inhibitors. Luciferin 4-monooxygenase (Photinus pyralis), P08659. purified P. pyralis luciferase, luminescence, biochemical; note: potency is the fitted concentration of half-maximal effect; nearly all actives have a fitted effect of over 65% in size
#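 Purified 10nM P. pyralis luciferase with 10uM D-luciferin and 10uM ATP in 50mM Tris acetate pH 7.5, 10mM Mg acetate, 0.01% Tween-20, 0.05% BSA. qHTS titration; luminescence read by CCD imager.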
# HEK293 tox: Cytotoxic Profiling in HEK 293 Cell Line of Diverse Libraries Using Quantitative High-Throughput Screening; HEK 293 viability, ATP luminescence (CellTiter-Glo), 48-72 h; Potency, µM (doses to about 115 µM), for the others: top-dose activity change, negative = cytotoxicity, hits mostly inhibitors; actives 6.6% (n = 94,000); note: potency is the fitted concentration of half-maximal effect; nearly all actives have a fitted effect of over 60% in size
#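 qHTS cytotoxicity; HEK 293, 250 cells/well; compound pinned; 48 or 72 hr, 37 degree Celsius, 5% CO2, 95% humidity; CellTiter-Glo, 10 min RT; luminescence (ATP).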
# HEK293 viab: GF-AFC viability counterscreen for inhibitors of alpha-synuclein gene (SNCA) expression; HEK-293-SNCA-luc viability, GF-AFC fluorescence, 24 h; Potency, µM (series often up to 57.1 µM), inactives show at the highest dose activity change, negative = cytotoxicity, usual class: cytotoxic; actives 0.12% (n = 150,000); AID 1671193, 2021;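 note: potency is the fitted concentration of half-maximal effect; 0% = DMSO-treated cells and -100% = medium-only wells without cells; nearly all actives have a fitted effect of over 30% in size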
#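 Cytotoxicity counterscreen: after 24 h compound treatment of genome-edited SNCA-luciferase HEK-293 cells, live-cell protease substrate GF-AFC read by fluorescence after 30 min; activity scaled between DMSO (0%) and medium-only (-100%), curves Hill-fitted.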
# Active calls of the source: *; i = inactive; u = inconclusive; x = no result given; & = joins results of further samples; [ ] = another dose, or the depositor's remark. Unless noted, calls come from the whole dose curve; as a rule, active = well fitted curve in the direction sought with a large enough effect; inconclusive = small, poorly fitted or top-dose-only effect, or another doubt; inactive = no such curve, though single readings can be large; an effect the other way counts as inactive or inconclusive. Unless noted, % is set by controls: 0 for no effect and ±100 for the full control effect.
No.	compound	GPT2 inhibitor	IP6K1 inh	3T3 cytotox	SNCA expr inhib	Luciferase inh	HEK293 tox	HEK293 viab
1	O=C(Nc1cccc(F)c1)c1cc(-c2ccc[nH]2)n[nH]1	i	26	-11%	196%[activator]	2.2µM*	-10%	1%
2	NC(=S)NCCC[C@H](N)C(=O)O	-15%	x	x	12%	x	x	5%
3	Cc1ccc(CN2CCn3c(nn(-c4ccc(C(F)(F)F)cc4)c3=O)C2)cc1	-26%&-11%	10&11	u	0%&57%	-9%&-8%	u	13%&5%
4	Cc1ccccc1NCc1cccn1-c1nnc(N2CCC(C)CC2)s1	x	3	x	106%[activator]	x	x	8%
5	O=C(O)c1ccc(NC(=O)c2cn(-c3ccccc3)nc2-c2ccc(Br)cc2)cc1	x	-14	x	-29%	x	x	8%
6	N#Cc1cccc(C(=O)N2CCCN(S(=O)(=O)c3ccccc3)CCC(=O)NCC2)c1	3%	6	u	-14%	-8%	0%	-5%
7	COCc1nc(C2CCCN(C(=O)c3ccnn3C)C2)no1 (centres undefined)	3%	4	3%	-5%	-8%	10%	-9%[12.5 µM]
8	CN1CCN(C(=O)c2ccc3c(c2)N(Cc2ccc(F)cc2)C(=O)c2ccccc2S3(=O)=O)CC1	x	12	x	9%	x	x	1%
9	N[C@@H](COP(=O)(O)O)C(=O)O	1%	5	x	41%[activator]	x	x	-4%
10	Cc1nc(CCNC(=O)CC(C)C)no1	0%	26	i	20%	2%	3%	0%
11	CN(c1ccccc1)c1cc(=O)c2ccnc(-c3cccnc3)c2o1	1%[88.5 µM]	-22	18µM*	u	-2%[172 µM]	-28%[172 µM]	-3%[87.6 µM]
12	CCc1cccc(NC(=O)N(C)CC2CCOC2)c1 (centres undefined)	i	24	i	26%	-14%	1%	8%
13	CCOc1ccccc1NC(=O)c1c(NCc2ccc(OC)c(OC)c2OC)sc2c1CCC(C)C2 (centres undefined)	x	23	x	50%[activator]	x	x	u
14	C#CCn1c(=O)c2c(ncn2C)n(C)c1=O	-12%	x	x	8%	x	x	1%
15	C=CCNC(=O)[C@@H]1Cc2cn(CC=C)c3cccc(c23)[C@H](CC(C)C)N1	2%[88.5 µM]	-11	u	-5%[87.6 µM]	1%[172 µM]	u	0%[87.6 µM]

# The results go on:
No.	compound	GPT2 inhibitor	IP6K1 inh	3T3 cytotox	SNCA expr inhib	Luciferase inh	HEK293 tox	HEK293 viab
16	CC(=O)N1CCN(C(=O)C2CCN(c3nccc(Nc4ccc(C)cc4)n3)CC2)CC1	i	-16	-21%	106%[activator]	x	-15%	-5%[12.5 µM]
17	O=C1[C@@H]2C[C@@H](O)CN2C2(CN(Cc3c[nH]c4ccccc34)C2)C(=O)N1Cc1cccc(Cl)c1	-6%	13	u	-26%	1%	u	0%
18	c1cncc(C(CNc2ncncn2)N2CCOCC2)c1 (centres undefined)	i[11.5 µM]	15	5%	-6%	8%	-6%	-1%
19	CCC(CC)C(=O)N1c2ccccc2C(C)(c2ccccc2)CC1(C)C (centres undefined)	x	-13	x	-20%	x	x	24%
20	Cc1cccc(-c2ocnc2C(=O)N2CCC3(CCC(=O)N(CC4CC4)CC3)CC2)c1	i	27	u	2%	0%	u	-12%
21	Oc1ccc(Cn2cc[nH]c2=S)cc1	0%	x	x	-11%	x	x	-5%
22	Cc1ccc(CN2CC(O)CN(C(=O)OCc3ccccc3)CC2=O)cc1 (centres undefined)	x	13	-26%	x	x	u	x
23	O=C(Nc1cc2c(cc1C(=O)c1ccc(Br)cc1)OCCO2)c1ccc(Cl)cc1	x	12	x	68%[activator]	x	x	-4%
24	O=C(CN1N=C(c2ccc(Cl)cc2)CCC1=O)NCCc1ccc(Cl)cc1	x	52	x	u	x	x	5%
25	NC(=O)[C@H]1C[C@@H](O)[C@H](O)[C@H]2[C@@H]1SC(=Nc1ccccc1)N2Cc1ccccc1	1%[88.5 µM]	13	-13%[174 µM]	8%[87.6 µM]	-1%[172 µM]	-6%[172 µM]	-1%[87.6 µM]
26	O=C(c1ccc(Cl)cc1)N1CCCN(CCn2nc3n(c2=O)CCCC3)CC1	x	-9	-29%	x	x	-16%	x
27	Cc1cc2cc3c(C)cc(=O)oc3c(C)c2o1	-1%&-4%	-7	x	30%	x	x	1%
28	COCCNC(=O)[C@@H]1C[C@@H](O)CN1C1CCN(C(=O)CN2CCCCCC2)CC1	3%	8	i	-13%	-1%	-10%	-3%
29	COc1cccc(CN2CCn3c(nnc3[C@@H]3C[C@@H](O)CN3C)C2)c1	i	-11	-11%	-25%	-8%	-15%	4%[12.5 µM]
30	Cc1nn(CCCC(=O)NCc2cccc(F)c2)c(=O)c2nn(-c3ccccc3)c(C)c12	x	22	x	-7%	x	x	-1%

# New compounds follow:
No.	compound	GPT2 inhibitor	IP6K1 inh	3T3 cytotox	SNCA expr inhib	Luciferase inh	HEK293 tox	HEK293 viab
31	COc1ccc(-n2nc(C3CCN(C(=O)c4ccccc4)CC3)[nH]c2=O)cc1	i	15	-11%	5%	-1%	-9%	u
32	COc1ccc(Cn2c(C3CCN(C(=O)c4ccccc4)CC3)n[nH]c2=O)cc1	4%	-3	-13%	-9%	-3%	1%	-1%
33	COc1nc2c(cc1CNC(=O)C1CCOC1)C(=O)N(CCc1ccccn1)C2 (centres undefined)	i	11	-6%	-27%	0%	-26%	1%
34	CCCc1nnc(NC(=O)C2CC(=O)N(c3n[nH]c4cc(Br)ccc34)C2)s1 (centres undefined)	i	-1	u	8%	2%	-3%	4%
35	C[C@H]1[C@@H]2[C@H]3OC(=O)[C@@H](C)[C@@H]3CC[C@@]2(C)CC[C@@H]1NC(=O)Nc1cccc(F)c1	-7%[88.5 µM]	-10	u	9%[87.6 µM]	-2%[172 µM]	-18%[172 µM]	-17%[87.6 µM]
36	O=C(c1cc(F)cc(F)c1)N1CCC(Cc2nc(-c3ccccc3)no2)CC1	i	12	u	5%	-2%	u	-9%
37	OC(c1nc(Nc2ccc(N3CCOCC3)cc2)n[nH]1)C1CC1 (centres undefined)	u	18	u	-11%[87.6 µM]	7%[172 µM]	u	-2%[87.6 µM]
38	Cc1ccc(C2Cn3nnc(-c4noc(-c5n[nH]c6c5CCCC6)n4)c3CO2)cc1 (centres undefined)	-11%	8	u	28%	-14%	u	-2%
39	Cc1cccc(NC(=O)Cn2c(=O)n(CCC(C)C)c(=O)c3cccnc32)c1	x	13	x	-5%	x	x	-10%
40	COc1ccc(-c2csc3ncnc(Nc4ccc(OC)c(OC)c4)c23)cc1	x	14	x	42%[activator]	x	x	-16%
41	COc1cccc(C(=O)N2CCC(c3nn(-c4ccccn4)c(=O)[nH]3)CC2)c1	i	-7	-7%	13%	x	i	-15%
42	CN(C)c1cccc(C(=O)N2CCC(OCCOc3ccc(F)cc3)CC2)c1	i	10	u	22%	-10%	u	-9%
43	O=C1CCCCC(Cc2ccccc2)(C(=O)NCc2cccc(C(F)(F)F)c2)N1 (centres undefined)	i	10	u	0%	-4%	u	14%
44	CC(C)(O)CCc1cccc(C(=O)N2CCC(N3CCOC3=O)CC2)c1	i	11	-1%	9%	0%	-11%	1%
45	CN1CCN(C(=O)c2cc(COc3ccc(F)cc3F)on2)CC1c1ccccc1 (centres undefined)	-11%	-1	u	57%[activator]	10%	20µM*	6%

# Other results
No.	compound	GPT2 inhibitor	IP6K1 inh	3T3 cytotox	SNCA expr inhib	Luciferase inh	HEK293 tox	HEK293 viab
46	CC(C)(C)C1CCN(C(=O)n2ncc(C(O)(c3ccccc3)c3ccccc3)n2)CC1	i	-6	x	x	x	x	-27%
47	COCc1nc(C2CCCN(C(=O)Nc3ccccc3C)C2)no1 (centres undefined)	u	7	i	13%	-9%	16%	0%[12.5 µM]
48	COc1cc(CO)ccc1O[C@@H]1O[C@H](CO)[C@@H](O)[C@H](O)[C@H]1O	i	14	x	x	x	x	-7%
49	NC(=O)CN1C(=O)[C@@H]2CN(C(=O)CC3(CC(=O)O)CCCC3)CCN2C1=O	2%[88.5 µM]	-6	-4%[174 µM]	-6%[87.6 µM]	-6%[172 µM]	-4%[172 µM]	-11%[87.6 µM]
50	CC1CCCN(CCCNC(=O)c2cc(Sc3ccc(F)cc3)nc3ccccc23)C1 (centres undefined)	x	2	x	-4%	x	x	-7%
51	O=C(NC1CCc2nn(CC3CC3)c(=O)n2CC1)c1ccc2cc[nH]c2c1 (centres undefined)	1%	-2	-6%	u	-5%	1%	-14%
52	CN1CCCC1c1nc(C2CN(C(=O)CCc3nc4ccccc4s3)C2)no1 (centres undefined)	-5%	16	-11%	4%	1%	u	1%[12.5 µM]
53	O=C(Cc1ccc(F)cc1)NC1CCN(c2ccc(F)cc2)C1=O (centres undefined)	-10%	2	2%	-25%	9%	5%	10%
54	O=C(NCC(F)(F)F)C1CCN(Cc2ccccc2-c2cccnc2)CC1	u	7	-9%	-2%	x	-3%	0%
55	CN1C[C@H](NCc2cccnc2)CCC[C@@H](C(=O)NCc2cc(F)cc(F)c2)CC1=O	-5%[88.5 µM]	3	-6%[138 µM]	-20%[87.6 µM]	-1%[172 µM]	-4%[172 µM]	2%[87.6 µM]
56	CNC(=O)C(C)(C)N1CCC[C@H]1C(=O)N(C)Cc1ccccc1	-22%[88.5 µM]	3	-20%[174 µM]	-15%[87.6 µM]	-2%[172 µM]	-29%[172 µM]	-2%[87.6 µM]
57	c1cn(-c2ccc3ncsc3c2)c(-c2cc3n(n2)CCCNC3)n1	u	-1	2%	18%	2%	2%	-18%
58	Cc1ccc(C)c(N2CCN(S(=O)(=O)c3ccc4c(c3)C(C(C)C)C(=O)N4)CC2)c1 (centres undefined)	x	8	x	u	x	x	-1%
59	O=C1c2c(nc(CNc3ccc(OC(F)(F)F)cc3)n2Cc2ccccc2)NCCN1CCN1CCOCC1	-12%	-16	u	6%	-3%	u	-5%
60	O=C(c1ccsc1)N1CCC(Cc2nc(-c3ccncc3)n[nH]2)C1 (centres undefined)	i	26	-26%	2%	x	0%	-12%

# Screening results (PubChem BioAssay)
